Screens from PubChem BioAssay.
HePTP inh – human HePTP phosphatase inhibition; recombinant HePTP phosphatase activity, OD absorbance; inhibition, % at 20 µM; 110,000 compounds, 0.64% hits; in the data active = inhibition above about 50%;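 note: plate controls were vehicle for no effect and reference inhibitor for full effect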
Target sequence (P35236 whole entry, looked up): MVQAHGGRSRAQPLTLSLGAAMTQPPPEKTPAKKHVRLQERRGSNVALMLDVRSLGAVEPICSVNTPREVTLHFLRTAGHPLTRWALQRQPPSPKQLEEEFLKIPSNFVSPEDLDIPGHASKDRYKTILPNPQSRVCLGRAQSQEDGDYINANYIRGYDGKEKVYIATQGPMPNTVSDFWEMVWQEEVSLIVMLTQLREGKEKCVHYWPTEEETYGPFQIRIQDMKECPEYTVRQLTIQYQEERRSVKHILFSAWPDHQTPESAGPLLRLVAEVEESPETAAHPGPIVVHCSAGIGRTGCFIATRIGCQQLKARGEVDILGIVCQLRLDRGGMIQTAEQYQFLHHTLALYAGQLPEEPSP
BAP1 inh – human BAP1 deubiquitinase inhibition. recombinant BAP1, Ub-AMC hydrolysis fluorescence kinetic; hits give low values. activity remaining (% of control), % at 20 µM. 72,000 compounds, 0.48% hits. AID 436;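 active = activity remaining at or below 50% of control, provided the compound also passes the data quality filters; inactive = the rest, including low values that fail the filters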;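 note: 100% = DMSO wells rate and 0% = substrate alone blank rate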
Target sequence (Q92560 whole entry, looked up): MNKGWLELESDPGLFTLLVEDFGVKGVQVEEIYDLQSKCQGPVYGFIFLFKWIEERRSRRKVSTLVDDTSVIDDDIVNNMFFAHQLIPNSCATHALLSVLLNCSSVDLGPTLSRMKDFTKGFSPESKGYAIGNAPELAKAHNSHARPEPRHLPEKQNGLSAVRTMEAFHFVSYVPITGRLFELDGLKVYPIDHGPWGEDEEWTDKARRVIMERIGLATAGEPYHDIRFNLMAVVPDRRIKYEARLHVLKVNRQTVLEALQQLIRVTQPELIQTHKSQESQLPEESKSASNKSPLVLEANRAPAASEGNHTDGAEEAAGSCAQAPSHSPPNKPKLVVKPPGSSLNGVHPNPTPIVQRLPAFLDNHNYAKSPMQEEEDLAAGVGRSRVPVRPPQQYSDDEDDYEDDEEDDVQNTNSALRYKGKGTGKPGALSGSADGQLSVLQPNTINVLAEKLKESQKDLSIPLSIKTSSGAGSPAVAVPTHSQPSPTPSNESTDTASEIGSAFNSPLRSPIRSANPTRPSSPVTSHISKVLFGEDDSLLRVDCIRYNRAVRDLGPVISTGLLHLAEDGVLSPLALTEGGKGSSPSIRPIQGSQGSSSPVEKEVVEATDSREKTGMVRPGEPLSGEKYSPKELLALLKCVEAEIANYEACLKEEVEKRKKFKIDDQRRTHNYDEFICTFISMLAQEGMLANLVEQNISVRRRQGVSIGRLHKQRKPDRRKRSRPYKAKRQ
* marks the source's active call; other numbers are inactive results; x = no result given; & = joins results of further samples.

SMILES	HePTP inh	BAP1 inh
CCOC(=O)C1C(c2cccs2)NC(=S)NC1(O)C(F)(F)F (configuration not stated)	x	179
CC(C)OC(=O)CSc1nnc(-c2ccccn2)n1-c1ccccc1	-6	115
O=C(Nc1ccc(-c2nc3ncccc3o2)cc1)c1ccc(-c2cccc(Cl)c2)o1	17	x
Cc1ccc(NC(=O)c2cc(Br)ccc2Cl)c([N+](=O)[O-])c1	6	x
O=C(CN1CCN(c2ccccn2)CC1)Nc1cccc(C(F)(F)F)c1	1	x
O=C(CN1CCN(c2ccc(F)cc2)CC1)c1ccc2c(c1)OCO2	3	105
CCOC(=O)C1CCCN(C(=O)c2ccc(CS(=O)(=O)c3ccc(C)cc3)o2)C1 (configuration not stated)	4	77
O=C(Nc1ccc(Cl)cc1)c1ccc(Br)o1	-1	x
COc1ccc2c(c1)c(/C=C/c1nc3ccccc3c(=O)n1-c1cccc(C)c1)c(C)n2C	1	x
CCCCNC(=O)C(=O)NCCCOC	0	x
CCOC(=O)c1ccc(N2NC(=O)/C(=C/c3ccc(O)c(OCC)c3)C2=O)cc1	-6	x
CC(C)=C1C2C=CC1C1C(=O)N(c3cccc(Cl)c3)C(=O)C21 (configuration not stated)	x	50
Cc1ccnc(NS(=O)(=O)c2ccc(NC(=O)C3CCCCC3C(=O)O)cc2)n1 (configuration not stated)	2	107
CCOc1ccccc1C1CC(c2ccc(Cl)cc2)Nc2nc(N)nn21 (configuration not stated)	-5	95
O=C(Nc1cc2cccc([N+](=O)[O-])c2oc1=O)c1ccccc1[N+](=O)[O-]	x	62
O=C(c1ccc(CS(=O)(=O)c2c(Cl)cccc2Cl)o1)N1CCCC1	7	89
C(=N\c1nc2ccccc2n1Cc1ccccc1)/c1cccs1	6&-12	64
O=C1C2C(c3ccccc3)C=CC(c3ccccc3)C2C(=O)N1CCO (configuration not stated)	6	100
Fc1ccc(NC(=S)Nc2ccccc2Cl)cc1	2	x
CCOC(=O)C1=C(C)NC(=O)NC1c1cc2c(cc1Br)OCO2 (configuration not stated)	4	90
Cc1ccc(-c2nc(CN(C)C)cc(CN(C)C)c2O)cc1	-1	x
CC1CCN(S(=O)(=O)c2ccc(S(=O)(=O)N3CCN4CCCC4C3)cc2)CC1 (configuration not stated)	4	91
c1ccc(CNc2nc(-c3ccccc3)cc(-c3ccccc3)n2)cc1	8	x
COc1ccc2nc(SCC(=O)Nc3ccc4c(c3)C(=O)c3ccccc3C4=O)[nH]c2c1	1	x
Cc1ccc(C(=O)Nc2cc(Cl)cc(Cl)c2)o1	8	x
The results go on:
SMILES	HePTP inh	BAP1 inh
O=S1(=O)N=C(N2CCN(Cc3ccc4c(c3)OCO4)CC2)c2ccccc21	9	124
COc1ccccc1-c1cc2nc(C)c(CCC(=O)NCc3ccco3)c(C)n2n1	12	98
Cn1c(=O)cc(OCC(=O)N2CCC(N3CCCCC3)CC2)c2ccccc21	5	90
FC(F)(F)c1cccc(OCCOCCn2cncn2)c1	3	83
CCOC(=O)N1CCN(C(=O)c2cnn3ccccc23)CC1	10	99
COc1cccc(OC)c1C(=O)Nc1ccccc1C(F)(F)F	-8	x
CCOC(=O)c1ccc(N=Cc2nc(-c3ccccc3)oc2OC(C)=O)cc1	4	71
O=C(N/N=C/c1ccccc1F)C(=O)N1CCCC1	-5	x
CCc1ccc2oc(=O)cc(CN3CCC(C)CC3)c2c1	-10	84
COc1ccc(OC)c(N(CC(=O)Nc2ccc3c(c2)OCO3)S(=O)(=O)c2ccccc2)c1	-1	x
CCOC(=O)c1c(C2COc3ccccc3O2)csc1N (configuration not stated)	0	66
COC(=O)COc1ccc(C=C2C(=O)NC(=O)NC2=O)cc1OC	-5	x
CC(C)(C)c1nc(CN2CCOCC2)ccc1O	13	91
CC(=O)c1ccc(N2CCN(C(=O)c3ccco3)C(C)C2)c(F)c1 (configuration not stated)	-2	139
O=C(O)/C=C/C(=O)Nc1ccc(Oc2cccc(Oc3ccc(NC(=O)/C=C/C(=O)O)cc3)c2)cc1	23	x
Cc1ccc(-c2csc(NC(=O)c3ccc(Cl)cc3[N+](=O)[O-])n2)c(C)c1	2	x
COC(=O)Cc1nnc(NC(=O)c2ccccc2)s1	7	105
CCCCOCCCNC(=O)N[C@@H](CCSC)C(=O)OC	-10	94
COc1ccc(C(NC(=O)CC(C)C)NC(=O)CC(C)C)cc1	3	x
O=C1C2C3C=CC(C3)C2C(=O)N1c1ccc(-c2nc3ccccc3o2)cc1 (configuration not stated)	8	75
CCCN1Cc2cccc(C(=O)Nc3ccc(OC)c(OC)c3)c2C1=O	8	104
Cc1ccc(S(=O)(=O)CCSc2cccc(C(=O)O)c2)cc1	12	x
Cc1occc1C(=O)NC(C)C(C)(C)C (configuration not stated)	1	94
Cc1ccc(/C(N)=N/OC(=O)COc2ccc3ccccc3c2)cc1	-2	x
O=C(Nc1cc([N+](=O)[O-])ccc1C(=O)N1CCC(Cc2ccccc2)CC1)c1ccccc1	-1	x

3 compounds drawn at random from the list so far:
SMILES	HePTP inh	BAP1 inh
Cc1ccc(S(=O)(=O)CCSc2cccc(C(=O)O)c2)cc1	12	x
FC(F)(F)c1cccc(OCCOCCn2cncn2)c1	3	83
Cn1c(=O)cc(OCC(=O)N2CCC(N3CCCCC3)CC2)c2ccccc21	5	90

Three entries out of the list above, arranged by the value under HePTP inh, rising:
smiles	HePTP inh
CCOC(=O)c1c(C2COc3ccccc3O2)csc1N (configuration not stated)	0
Cc1ccc(-c2csc(NC(=O)c3ccc(Cl)cc3[N+](=O)[O-])n2)c(C)c1	2
Cc1ccc(S(=O)(=O)CCSc2cccc(C(=O)O)c2)cc1	12

Continuation:
SMILES	HePTP inh	BAP1 inh
COC(=O)C1=C(C)N(C)C(=O)/C1=C\c1ccc(C(=O)OC)cc1	-13	x
Cc1ccc(-n2nc(C)cc2N)cc1	x	126
CCOC(=O)c1c(NC(=O)c2c(-c3ccccc3Cl)noc2C)sc2c1CCCC2	0	x
Cc1ccc(/C=N\NC(=O)C(O)(c2ccccc2)c2ccccc2)o1	6	x
CCSc1nnc(NC(=O)c2ccc(Br)s2)s1	10	x
COc1ccc(OCC(=O)N(C)Cc2ccccc2)cc1	-2	86
Cc1ccc(NS(=O)(=O)c2cc(Cl)ccc2Cl)c(Br)c1	3	x
COc1ccc(C(c2c(C)[nH]c3ccccc23)c2c(C)[nH]c3ccccc23)cc1OC	1	x
CCN1CCN(C(CNS(=O)(=O)c2ccc(OC)cc2)c2cccnc2)CC1 (configuration not stated)	3	105
COc1ccc(-c2c3c(=O)n(C)c(=O)n(C)c3cn2NC(C)=O)cc1	5	94
CC(C)c1cc(C(C)C)c(S(=O)(=O)Nc2ccc(S(N)(=O)=O)cc2)c(C(C)C)c1	-4	x
COc1ccc(C2C(C(=O)NCc3ccccc3)=C(C)Nc3ncnn32)cc1OC (configuration not stated)	8	111
CCOc1ccc(C(=O)Nc2cc(=O)n(C)c(=O)n2C)cc1	5&2	93
CCN(CC)CCNC(=O)c1cc2c(=O)n(C)c3ccccc3c2n1C	-7	90
COC(=O)c1ccc(=O)n(-c2ccc(OC)cc2)c1	-11	75
COc1ccccc1N1CCN(S(=O)(=O)c2ccc3c4c(cccc24)C(=O)N3C)CC1	5	96
O=C(C1CCC(Cn2c(=S)[nH]c3ccccc3c2=O)CC1)N1CCN(c2ccccc2)CC1 (configuration not stated)	5	x
COc1cc2c(cc1OC)C(C(=O)N1CCCC1)C(c1ccccc1F)N(C)C2=O (configuration not stated)	8	x
CCCc1[nH]nc2c1C(c1ccc(OC(=O)c3ccco3)cc1)C(C#N)=C(N)O2 (configuration not stated)	9	88
COc1ccc(-n2nnc3c(=O)n(Cc4ccccc4C)cnc32)cc1	10	98
Cc1ccc(/C=N\Nc2nc(N3CCCCC3)nc(N3CCCCC3)n2)o1	6	x
OC12CCCCC1C(c1ccc3c(c1)OCO3)N(Cc1cccc(F)c1)CC2 (configuration not stated)	-15	82
O=C(Oc1ccc(Cl)cc1)c1ccccc1	6	x
COCCN1Cc2cccc(C(=O)NCc3cccnc3)c2C1=O	8	100
CC(C)(C)c1ccc(C(=O)Nc2c3c(nn2-c2ccccc2)CSC3)cc1	x	62

Some of the entries above in another layout:
Molecule,HePTP inh,BAP1 inh
CCOC(=O)c1ccc(N2NC(=O)/C(=C/c3ccc(O)c(OCC)c3)C2=O)cc1,-6,x
CC(C)=C1C2C=CC1C1C(=O)N(c3cccc(Cl)c3)C(=O)C21 (configuration not stated),x,50
Cc1ccnc(NS(=O)(=O)c2ccc(NC(=O)C3CCCCC3C(=O)O)cc2)n1 (configuration not stated),2,107

The list continues:
SMILES	HePTP inh	BAP1 inh
CC(C)CN1C(=O)c2ccc(Oc3ccc([N+](=O)[O-])cc3)cc2C1=O	-16	103
CC(=O)N1c2ccccc2-c2c(ssc2=S)C1(C)C	5	x
CCOc1ccccc1C1C(C(=O)OCc2ccc(OC)cc2)=C(C)NC2=C1C(=O)CC(C)(C)C2 (configuration not stated)	4	x
O=C(Nc1cccc(Cl)c1)c1ccc2c(=O)n3c(nc2c1)CCCCC3	-3	55
NC(=O)c1c(C(F)(F)F)cc(-c2ccccc2)nc1NCCO	-4	61
c1cnc2ccc(C(c3nnnn3C3CCCC3)N3CCN(c4nc5ccccc5s4)CC3)cc2c1 (configuration not stated)	5	62
COc1cc2ccccc2cc1C(=O)Nc1cccc(-c2cc3ccccc3oc2=O)c1	6	x
CC(NC(=O)C(C)N1C(=O)c2ccccc2C1=O)c1ccccc1 (configuration not stated)	4	x
CCc1cccc(NC(=O)C2CCCN(S(=O)(=O)c3c(C)[nH]c(=O)[nH]c3=O)C2)c1 (configuration not stated)	4	112
COC(=O)c1ccc2c(c1)C1C=CCC1C(c1ccc([N+](=O)[O-])cc1)N2 (configuration not stated)	10	x
CCOC(=O)CN(C(=O)Cn1nnc2ccccc21)C(C(=O)NCCOC)c1ccccc1 (configuration not stated)	3	102
COc1ccccc1C1=Nn2c(nnc2C2CCCCC2)SC1	7	82
O=C(Cn1nc(-c2ccccc2)ccc1=O)N1CCOCC1	2	99
COCCn1nnnc1C(C(C)C)N1CCC(Cc2ccccc2)CC1 (configuration not stated)	1	110
CC(C)CCNC(=O)Cc1c(C(=O)O)[nH]c2ccc(Cl)cc12	7	101
O=C(Nc1ccc(Br)cc1)c1cccc(C(=O)Nc2ccc(Br)cc2)c1	x	76
Cc1c(C(=O)Nc2ccc(I)cc2Cl)oc2ccc(Cl)cc12	8	x
COc1cc(C2=NOC(C(=O)Nc3ccc(C)cc3)C2)cc(OC)c1OC (configuration not stated)	10	99
CCS(=O)(=O)NCc1cn2ccsc2n1	-1	102
Cc1cccc(N2CC(C(=O)Nc3ccc4c(c3)OCO4)CC2=O)c1C (configuration not stated)	10	202
Cc1nn(-c2ccccc2)c2sc(C(=O)OCc3nnc(-c4ccccc4)o3)cc12	1	53
CCOC(=O)N1CCC(NC(=O)c2ccc3c(c2)ncn3C2CCCC2)CC1	-3	105
COc1ccc(S(=O)(=O)N(CC(=O)NCc2ccc(Cl)cc2)c2cc(C)cc(C)c2)cc1OC	-22	x
Oc1ccccc1C=Nc1cc2c(cc1Br)OCCO2	4	x
C/C(N)=C(/C#N)C(=O)COC(=O)CC1CCCC1	1	106
Next part:
SMILES	HePTP inh	BAP1 inh
O=C(CCN1CCN(CCO)CC1)Nc1ccc(F)c(F)c1	4	97
O=C(NC1CCCC1)C(c1ccc(Cl)cc1)N1CCOCC1 (configuration not stated)	-5	103
O=C(O)COc1ccc(Oc2ccccc2)cc1	0	117
O=C(Cc1ccccc1)Oc1cccc2c(OC(=O)Cc3ccccc3)cccc12	-4	x
O=C(CC(Sc1cccs1)c1cccc([N+](=O)[O-])c1)c1ccccc1 (configuration not stated)	x	70
Cc1sc2nc(SCC(=O)N3CCCCC3)[nH]c(=O)c2c1C	9	81&73
Cc1ccc(S(=O)(=O)/N=C2/NC(=O)/C(=C/c3cc([N+](=O)[O-])ccc3Cl)S2)cc1	10	x
Cn1c(=O)n(CCN2CCOCC2)c(=O)c2c1nc1n2CCN1c1ccccc1	12	112
Cc1cccc(-n2ncc3c(N4CCCC4)ncnc32)c1	1	97
CCc1ccc(NCCC(=O)c2ccc([N+](=O)[O-])cc2)cc1	-5	x
O=C(CSC1CCCCC1)N1CCN(c2ccccc2)CC1	11	122
COC(=O)c1sccc1NS(=O)(=O)c1ccc(Cl)cc1	7	x
O=C(NC1CCCC1)c1ccc(S(=O)(=O)N2CCCC2)cc1	-8	93
C[n+]1cn(Cc2ccccc2)c2c(=O)[nH]c(N)nc21	23	x
CC1(C)CC(=O)C(=Cc2cn(-c3ccccc3)nc2-c2cccc([N+](=O)[O-])c2)C(=O)C1	-4	x
Nn1c(SCC(=O)NCCC2=CCCCC2)nnc1C1CCCCC1	0	95
CCOc1ccc(-c2noc(-c3ccncc3)n2)cc1OCC	6	92
COc1cc(C(c2nnnn2C(C)(C)C)N2CCN(C)CC2)cc(OC)c1OC (configuration not stated)	4	83
O=C(c1cc(-c2ccc3c(c2)OCO3)on1)N1CCN(c2ccccc2)CC1	5	95
Cc1sc2nc(-c3ccc(Br)cc3)[nH]c(=O)c2c1C	3	x
CCC1CCCCN1C(=O)c1nn2cccnc2c1Cl (configuration not stated)	9	125
O=C(Nc1sc2c(c1C(=O)O)CCC2)c1ccccc1Br	x	68
O=C(NC12CC3CC(CC(C3)C1)C2)c1cc2nc(-c3ccco3)cc(C(F)(F)F)n2n1	8	48*
O=C1SC(Nc2ccccc2)C(=O)N1c1ccc(Br)cc1 (configuration not stated)	5	x

Record cards (already shown).
`O=C(CCN1CCN(CCO)CC1)Nc1ccc(F)c(F)c1` as listed: HePTP inh = 4; BAP1 inh = 97
`O=C(Cc1ccccc1)Oc1cccc2c(OC(=O)Cc3ccccc3)cccc12` as listed: HePTP inh = -4; BAP1 inh = x
`O=C(NC1CCCC1)C(c1ccc(Cl)cc1)N1CCOCC1` (configuration not stated) as listed: HePTP inh = -5; BAP1 inh = 103

This is a random part of the collection (roughly 0.83% active in at least one column).
